Screens deposited in PubChem by National Center for Advancing Translational Sciences (NCATS).
RXFP1 ag: activates the human relaxin receptor RXFP1; actives 0.3% (n = 370,000); HEK293T-RXFP1 cAMP TR-FRET, 30 min; response scale: percent of porcine relaxin response, buffer zero; Potency, µM (doses to about 57.5 µM), for the others: at the highest dose activation, actives largely listed as activators; AID 2676; further: potency means the concentration at half of the fitted maximal effect; on the % scale 0 is the no-effect control and ±100 the full control effect; nearly all actives have a fitted effect of over 60% in size; many of its hits are not listed in these tables
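Agonist response is measured as cAMP accumulation in an RXFP1-transfected HEK293T line under PDE4 inhibition. Values are scaled between buffer-only and 29 nM porcine relaxin, and EC50s come from standard Hill equation fits.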
USP1 inh: USP1/UAF1 (human) deubiquitinase inhibition; O94782; recombinant USP1/UAF1, Ub-Rhodamine cleavage fluorescence; Potency, µM (series often up to 57.1 µM), for the others: at the top dose activity change, negative = inhibition, usual class: inhibitors; actives 0.23% (n = 390,000); AID 743255; further: potency means the concentration at half of the fitted maximal effect; on the % scale 0 is the no-effect control and ±100 the full control effect; nearly all actives have a fitted effect of over 60% in size; inactives centre near -12
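In this screen, compounds sit with the deubiquitinase complex (1nM) for 15 min at room temperature before Ub-Rho is added at 150nM final. Fluorescence rise is then followed for 6 reads every 60 seconds.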
GRP78 ERSR act: ER stress response induction in glioma | Potency, µM, for the others: at the highest dose activation, most hits filed as activators | actives 0.02% (n = 420,000) | U87-MG GRP78 promoter luciferase reporter, 16 h; further: potency means the concentration at half of the fitted maximal effect; series mostly up to about 76 µM; % of control where 0% means no effect; nearly all actives have a fitted effect of over 35% in size
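Stably transfected U87-MG human glioma cells carrying a GRP78-based luminescent sensor were seeded at 1000 cells/well, pin-dosed with compounds and incubated 16 h. Luciferase reagent was then added, and end-point luminescence was read after 10 min at room temperature.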
Vif-A3F inh: blocks the Vif interaction with APOBEC3F; HeLa A3F-eYFP + Vif (tagged APOBEC3F with the HIV-1 protein that degrades it), YFP fluorescence increase; Potency, µM (titrated, usually from 46.1 µM), for inactives: at the top dose activity, negative = active; AID 602313; actives 0.2% (n = 390,000); further: potency means the concentration at half of the fitted maximal effect; % of control where 0% means no effect; nearly all actives have a fitted effect of over 65% in size
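HeLa cells stably expressing Vif plus C-terminally eYFP-tagged A3F were seeded, incubated overnight at 37 deg C, dosed with compound, incubated overnight again at 37 deg C. Yellow fluorescence (Ex 488/Em 500-530) reported blocked Vif-mediated A3F-eYFP degradation.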
IDH1 R132H inh: human IDH1 R132H inhibition; IDH1-R132H enzyme, NADPH consumption, diaphorase/resazurin fluorescence; actives 0.093% (n = 390,000); Potency, µM (highest dose often 76.6 µM), for inactives: at the top dose activity change, negative = inhibition, actives largely listed as inhibitors; further: potency means the concentration at half of the fitted maximal effect; on the % scale 0 is the no-effect control and ±100 the full control effect; nearly all actives have a fitted effect of over 65% in size
Target sequence (O75874 whole entry R132H, stated change not applied): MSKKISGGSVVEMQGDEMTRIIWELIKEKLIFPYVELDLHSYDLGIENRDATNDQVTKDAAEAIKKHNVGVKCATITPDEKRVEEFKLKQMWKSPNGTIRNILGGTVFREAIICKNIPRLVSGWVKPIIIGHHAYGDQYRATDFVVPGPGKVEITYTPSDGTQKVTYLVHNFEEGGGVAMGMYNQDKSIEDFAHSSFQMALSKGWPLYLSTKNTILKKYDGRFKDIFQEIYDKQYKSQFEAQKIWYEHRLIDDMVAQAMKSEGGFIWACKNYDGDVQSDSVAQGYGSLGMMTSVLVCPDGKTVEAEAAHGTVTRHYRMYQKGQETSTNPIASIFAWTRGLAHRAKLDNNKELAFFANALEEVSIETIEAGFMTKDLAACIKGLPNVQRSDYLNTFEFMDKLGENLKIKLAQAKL
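IDH1-R132H (0.5 ug/mL dispensed) in pH 7.5 Tris buffer was preincubated 30 min with compound, then given a substrate mix of 0.016 mM NADPH and 2 mM alpha-KG for 80 min at room temperature; remaining NADPH was read by diaphorase/resazurin fluorescence.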
LDHA block: inhibitors of human lactate dehydrogenase A. purified LDHA, NADH/diaphorase-resazurin fluorescence; stronger effect = lower value. P00338. AID 1347041. activity change, % (values are at about 110 or 230 µM). actives 0.15% (n = 480,000); in the data active means activity change below about -30%; inconclusive means mostly about -25% to -30%;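 further: plate controls were DMSO wells for no effect and wells without enzyme for full effect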
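Enzyme activity of human lactate dehydrogenase 5 (2 nM; 0.06 mM NADH, 0.2 mM pyruvate, 5 min, RT) is measured via a resazurin/diaphorase fluorescence readout of residual NADH.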
TrxR1 substrate: rat thioredoxin reductase 1 substrate activity; Potency, µM (titrated, usually from 114 µM), inactives show at the top dose activity change, negative = substrate turnover; AID 588456; actives 0.01% (n = 390,000); purified TrxR1 substrate turnover, NADPH consumption readout; O89049; further: potency means the concentration at half of the fitted maximal effect; on the % scale 0 is the no-effect control and ±100 the full control effect; nearly all actives have a fitted effect of over 50% in size
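Rat TrxR1, dispensed at 90 nM, was prereduced with 400 uM NADPH (final) for 5 min at ~22 deg C, then incubated with compound 15 min before 400 uM selenite. A first-read NADPH fluorescence drop versus no-compound background flagged substrates.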
PI4K2A block: inhibitors of human PI4K2A. Q9BTU6. purified PI4K2A, ADP-Glo luminescence, 1 h; stronger effect = lower value. activity change, negative = inhibition, % at 76.9 µM. actives 0.13% (n = 420,000). AID 1346378; in the data active means activity change below about -50%; inconclusive means mostly about -30% to -49%;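 further: -100% = wells without enzyme as full effect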
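Compounds are screened against recombinant PI4K2A using PI as substrate and ATP, the latter dispensed at 300 microM. Reactions run one hour at ambient temperature before ADP-Glo detection; full inhibition defined by wells lacking enzyme.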
Vif-APOBEC3G blk: Vif-A3G binding inhibition; HeLa A3G-eYFP + Vif (tagged APOBEC3G with the HIV-1 protein that degrades it), YFP fluorescence, overnight; actives 0.076% (n = 410,000); Potency, µM (titrated, usually from 46.1 µM), for inactives: top-dose activity, negative = active, hits mostly inhibitors; Q9HC16; AID 602310;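 further: potency means the concentration at half of the fitted maximal effect; on the % scale 0 is the no-effect control and ±100 the full control effect; nearly all actives have a fitted effect of over 60% in size; hits raise eYFP signal because A3G escapes Vif-driven loss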
Target sequence (Q9HC16 whole entry, looked up): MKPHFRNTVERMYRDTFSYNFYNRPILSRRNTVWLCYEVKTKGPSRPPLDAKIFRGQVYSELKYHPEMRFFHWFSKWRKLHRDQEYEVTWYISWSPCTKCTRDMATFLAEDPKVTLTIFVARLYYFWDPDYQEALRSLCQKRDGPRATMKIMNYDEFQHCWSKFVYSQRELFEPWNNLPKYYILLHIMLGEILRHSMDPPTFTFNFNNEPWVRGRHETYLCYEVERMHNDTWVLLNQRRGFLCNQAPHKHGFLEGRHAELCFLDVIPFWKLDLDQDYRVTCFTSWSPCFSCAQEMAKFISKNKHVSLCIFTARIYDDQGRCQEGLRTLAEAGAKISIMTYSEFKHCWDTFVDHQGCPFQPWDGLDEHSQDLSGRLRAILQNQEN
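HeLa cells stably expressing Vif and C-terminally eYFP-tagged A3G, seeded overnight at 37 deg C, then exposed to compound by pintool overnight at 37 deg C. Rise in yellow fluorescence (Ex 488/Em 500-530, Acumen) marks blocked Vif-driven A3G degradation.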
Numbers without * were called inactive; ? = inconclusive; / = not tested or not shown; & = joins results of further samples; [ ] = another dose, or the depositor's remark. Unless noted, the call rests on the fitted dose curve; in most records, active means well fitted curve in the direction sought with a large enough effect; inconclusive means small, poorly fitted or top-dose-only effect, or another doubt; inactive means no such curve, though single readings can be large; an effect the other way counts as inactive or inconclusive.

SMILES	RXFP1 ag	USP1 inh	GRP78 ERSR act	Vif-A3F inh	IDH1 R132H inh	LDHA block	TrxR1 substrate	PI4K2A block	Vif-APOBEC3G blk
CCc1cccc(CC)c1NC(=O)C[n+]1cccc(C(N)=O)c1	0.2%	-9%	-3%	-21%	3%	-4	10%[57.1 µM]	4	-1%
CN1CC(=O)N2[C@H](c3ccc4c(c3)OCO4)c3[nH]c4ccccc4c3C[C@@H]2C1=O	1.3%	?	-3%	-4%	4%	-4	0%	-2&2	-1%
O=C(CSc1nnnn1-c1ccc(Cl)cc1)NC(=O)Nc1ccc2c(c1)OCCO2	-0.7%	20%	3%	-3%	1%	-4	9%	3	2%
Cc1cccc2c(N=Nc3ccc(S(=O)(=O)Nc4ccc(Cl)cc4)cc3[N+](=O)[O-])c(O)[nH]c12	3.0%	-4%	-2%	-25%	?	-1	3%	0	-1%
Cc1ccc(C(=O)Nc2ccc(-c3nc4ccccc4s3)c(O)c2)c(C)c1	?	-20%	0%	6%	-16%	-3	0%[57.1 µM]	-5	10%
COc1ccc(N(CC(=O)Nc2ccc3c(c2)OCO3)S(C)(=O)=O)c(OC)c1	3.7%	-5%	-8%	-1%	-6%	6	-4%	0	-3%
COc1ccccc1NS(=O)(=O)c1cc(NC(=O)c2cc(F)c(F)c(F)c2F)ccc1N1CCOCC1	/	-22%	-3%	-7%	-1%	1	8%[57.1 µM]	-1	-8%
CC(/C=N/NC(=O)c1ccncc1)=C\c1ccc(C(C)C)cc1	-0.1%	-12%	3%	-3%	0%	0	40%[activator]	-1	-4%
OCC1(Cc2ccccc2C(F)(F)F)CCN(Cc2ccncc2)CC1	0.3%	-11%	-3%	2%	-3%	-9	7%	3	-3%
Cc1cc(C)cc(OCc2nnc(SCC(=O)NC3CC3)n2C)c1	-2.4%	-7%	-3%	-10%	5%	-5	-2%	0	2%
CCCn1ccc2c(OCC(=O)Nc3ccc(OC)c(OC)c3)cccc2c1=O	-0.1%	-12%	-3%	4%	-4%	-10	1%[57.1 µM]	-3	1%
COC(=O)c1[nH]nc(C(=O)OC(C)(C)C)c1-c1ccccc1	-0.8%	-15%	-1%	-13%	3%	-10	-2%	-2	-5%
COc1ccc(C(=O)Nc2ccc(NC(=O)c3ccccc3)cc2)cc1S(=O)(=O)N1CCOCC1	4.0%	-10%	-8%	5%	-2%	-2	7%[57.1 µM]	-20	-12%
CCCC(c1nnnn1C(C)(C)C)N1CCN(c2ccccc2)CC1 (configuration not stated)	5.2%	0%	-5%	-6%	7%	0	12%[11.4 µM]	7	-1%
COc1ccc(OC)c(NC(=O)/C=C/c2ccc(S(=O)(=O)N3CCOCC3)cc2)c1	1.2%	-15%	-5%	1%	3%	-1	-14%	4	-2%
Cc1ccc(C(=O)Nc2nc(-c3nnn(-c4cccc(C(F)(F)F)c4)c3C)ns2)cc1	6.4%	-16%	-3%	3%	-6%	-13	-5%[57.1 µM]	-3	0%
CC1=C(CC(=O)c2ccc(Cl)cc2)C(=O)c2ccccc2C1=O	-0.9%	?	?	-1%	0%	25	-9%	-9	-12%
COCCNC(=O)C(OC(=O)c1ccco1)c1ccccc1OC (configuration not stated)	4.8%	-14%	-4%	-14%	-1%	-4	13%	2	0%
Cn1cc(-c2cc3n(n2)CCC(=O)N3CCCC(=O)NCc2ccc(Cl)cc2)c2ccccc21	-0.2%	?	-6%	2%	18%	1	-5%[57.1 µM]	6	-12%
Cc1ccc(NC(=O)CCC(=O)OCC(F)(F)C(F)F)cc1	0.4%	-5%	-1%	-10%	9%	-8	19%	-3	-6%
COc1ccccc1Cn1c(C)c(C(=O)NCc2cccc(C)c2)sc1=O	/	/	-2%	/	/	0	/	-2	-1%
CC12CCC(C(=O)NCCN3CCCCC3)(CC1=O)C2(C)C (configuration not stated)	0.6%	2%	3%	0%	0%	-2	7%	8	3%
CCN(CC)S(=O)(=O)c1ccc(N2CCOCC2)c(NS(=O)(=O)c2ccc(C)cc2)c1	0.3%	-4%	-2%	0%	6%	-18	6%	2	-1%
Cc1nn(CSc2c(F)c(F)c(F)c(F)c2F)c(C)c1[N+](=O)[O-]	2.2%	-12%	-5%	0%	4%	3	6%	-3	0%
CC[C@]12c3[nH]c4ccc(OC)cc4c3CCN1C(=O)C(CC(=O)NCCCN(C)C)C[C@@H]2C(=O)N1CCN(C(=O)C2CC2)CC1 (some centres not stated)	/	-21%	-3%	7%	4%	3	-6%	0	1%
O=S(=O)(c1ccccc1)N(CC1CO1)c1cc(Cl)ccc1Cl (configuration not stated)	0.0%	-7%	-1%	2%	12%	1	3%	6	-5%
O=C(CC1SC(=Nc2ccc(OC(F)F)cc2)N(CCN2CCOCC2)C1=O)Nc1ccccc1 (configuration not stated)	8.3%	-16%	1%	-26%	4%	0	1%	2	-3%
COc1ccc(/C=C(\NC(=O)c2ccccc2)C(=O)NCc2cccnc2)cc1	4.4%	-5%	-3%	-1%	9%	0	-13%	-4	0%
O=C(Nc1cccc(-n2cnnn2)c1)c1cccc(Cl)c1	6.8%	-20%	-2%	13%	0%	-4	-3%	-1	0%
Cc1ccc(OC(C)C(=O)N(C)c2ccccc2)c([N+](=O)[O-])n1 (configuration not stated)	3.5%	-2%	2%	6%	8%	-1	2%	-1	4%
C[C@H](N)c1nnc(SCc2c(Cl)cccc2Cl)o1	2.8%	-14%	-3%	2%	2%	0	0%	-1	1%
Cc1cccc(NC(=O)CS(=O)(=O)c2c[nH]c3ccccc23)c1C	2.8%	-21%	1%	-14%	-2%	4	-5%[57.1 µM]	0	-8%
O=C(COC(=O)c1cccc(F)c1)Nc1ccc(Cl)cn1	/	-13%	-1%	-7%	-7%	-3	-1%	-3	-5%
COc1ccc2c(c1)C=C(CN1CCN(Cc3ccccc3C)C(CCO)C1)CO2 (configuration not stated)	1.1%	-9%	-2%	8%	-2%	-3	-1%	-5	2%
Cc1ccc(Cl)cc1N1CCN(C(=O)Cn2nc(C)n3c(cc4sccc43)c2=O)CC1	19%	-6%	8%	-8%	-1%	-7	0%	2	0%
COc1ccc(S(=O)(=O)n2cccc2)cc1OC	-0.4%	-9%	-3%	0%	10%	-1	-4%	-2	2%
COc1cc(-c2nc(CN(C)C(C)c3ccncn3)c(C)o2)ccc1F (configuration not stated)	1.9%	-7%	-2%	0%	5%	3	-22%[57.1 µM]	-3	2%
Cc1ccc2c(Cl)cc(Cl)c(OCC(=O)NC(C)(C)C)c2n1	1.0%	-12%	-3%	-7%	2%	7	-4%	1	2%
Cc1c(C=NNc2ccccc2)[nH]c(=O)[nH]c1=O	/	-21%	-3%	-6%	1%	-9	-12%	-5	-6%

Gathered by group: the entries above containing a Cl atom
SMILES	RXFP1 ag	USP1 inh	GRP78 ERSR act	Vif-A3F inh	IDH1 R132H inh	LDHA block	TrxR1 substrate	PI4K2A block	Vif-APOBEC3G blk
O=C(CSc1nnnn1-c1ccc(Cl)cc1)NC(=O)Nc1ccc2c(c1)OCCO2	-0.7%	20%	3%	-3%	1%	-4	9%	3	2%
Cc1cccc2c(N=Nc3ccc(S(=O)(=O)Nc4ccc(Cl)cc4)cc3[N+](=O)[O-])c(O)[nH]c12	3.0%	-4%	-2%	-25%	?	-1	3%	0	-1%
CC1=C(CC(=O)c2ccc(Cl)cc2)C(=O)c2ccccc2C1=O	-0.9%	?	?	-1%	0%	25	-9%	-9	-12%
Cn1cc(-c2cc3n(n2)CCC(=O)N3CCCC(=O)NCc2ccc(Cl)cc2)c2ccccc21	-0.2%	?	-6%	2%	18%	1	-5%[57.1 µM]	6	-12%
O=S(=O)(c1ccccc1)N(CC1CO1)c1cc(Cl)ccc1Cl (configuration not stated)	0.0%	-7%	-1%	2%	12%	1	3%	6	-5%
O=C(Nc1cccc(-n2cnnn2)c1)c1cccc(Cl)c1	6.8%	-20%	-2%	13%	0%	-4	-3%	-1	0%
C[C@H](N)c1nnc(SCc2c(Cl)cccc2Cl)o1	2.8%	-14%	-3%	2%	2%	0	0%	-1	1%
O=C(COC(=O)c1cccc(F)c1)Nc1ccc(Cl)cn1	/	-13%	-1%	-7%	-7%	-3	-1%	-3	-5%
Cc1ccc(Cl)cc1N1CCN(C(=O)Cn2nc(C)n3c(cc4sccc43)c2=O)CC1	19%	-6%	8%	-8%	-1%	-7	0%	2	0%
Cc1ccc2c(Cl)cc(Cl)c(OCC(=O)NC(C)(C)C)c2n1	1.0%	-12%	-3%	-7%	2%	7	-4%	1	2%

An excerpt. The share of hits here may be higher or lower than overall.
